# pAkt inh: blocks phosphorylation of Akt. Neuro2A IGF-stimulated pAkt S473 HTRF, 20 min; hits give low values. activity change, % for hits at 50 µM. actives 0.32% (n = 360,000). AID 651550; in the data active = activity change below about -80%; inconclusive = mostly about -51% to -80%; also: % is scaled to controls: 0 for no effect and ±100 for the full control effect
#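 Neuro2A cells (4,500/well, DMEM with 0.5% FBS) were treated with compound at a single 50 µM final concentration, stimulated with 6 nM IGF for 20 min at 37 °C, and lysed. Phospho-Akt Ser473 was read by HTRF as 665/615 ratio ×10^4.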
# D3 ag: agonists of human D3 dopamine receptor; D3R DiscoveRx beta-arrestin cells, luminescence, 90 min; actives 0.58% (n = 410,000); P35462; max activation, %; AID 652048; in the data active = max activation above about 30%; also: 0% is about no effect; mostly tested at two doses, the higher about 12 µM
#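 Agonist-mode cell screen: cells plated at 1500/well and incubated overnight at 37 °C, then exposed to library compounds for 90 min at 37 °C. Detection reagent was added for 30–60 min at room temperature, and luminescence was read.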
# CCT modulator: modulators of cytosolic chaperonin (CCT/TRiC) activity; purified chaperonin ATPase assay, HTRF ADP detection, 30 min; activity change, % (test concentration not listed), hits read low; actives 0.3% (n = 360,000); in the data active = activity change below about -30%; also: % is scaled to controls: 0 for no effect and ±100 for the full control effect
#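 Enzyme 40 or 20 nM (batch-dependent) in Tris pH 7.4/KCl/MgCl2/DTT; cpd 76 uM single point; ATP 10 uM; 30 min 37 °C; Transcreener ADP HTRF detection, 30 min RT; ratio 665/615.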
# PTHR1 agonist: agonists of human PTHR1 parathyroid hormone receptor; HEK293 GP2 PTHR1 cells, GloSensor cAMP luminescence, 1 h; Potency, µM (titrated, usually from 115 µM), inactives show at the highest dose activation, actives largely listed as activators; actives 0.075% (n = 410,000); also: potency is read from the fitted curve at half-maximal effect; nearly all actives have a fitted effect of over 55% in size; some results filed as inactive show a strong effect at the top dose; inactives centre near -15; many of its hits are not listed in these tables
#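 HEK-293-derived GP2 cells expressing PTHR1 and a GloSensor cAMP reporter, 3,000/well, plated overnight, given luciferin plus IBMX (each 0.5 mM as added) for 1 h at 37 °C, then compound for 1 h at 37 °C. Luminescence was read after 15 min at room temperature.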
# EPAC2 agonist: activates human EPAC2 exchange factor; Q8WZA2; EPAC2 activation, biochemical qHTS; response scale: 100% = 6.5 mM cAMP response; Potency, µM (series often up to 154 µM), for inactives: at the top dose activation, most hits filed as activators; actives 0.079% (n = 360,000); AID 720711; also: potency is read from the fitted curve at half-maximal effect; nearly all actives have a fitted effect of over 50% in size
# Target sequence (Q8WZA2 whole entry, looked up): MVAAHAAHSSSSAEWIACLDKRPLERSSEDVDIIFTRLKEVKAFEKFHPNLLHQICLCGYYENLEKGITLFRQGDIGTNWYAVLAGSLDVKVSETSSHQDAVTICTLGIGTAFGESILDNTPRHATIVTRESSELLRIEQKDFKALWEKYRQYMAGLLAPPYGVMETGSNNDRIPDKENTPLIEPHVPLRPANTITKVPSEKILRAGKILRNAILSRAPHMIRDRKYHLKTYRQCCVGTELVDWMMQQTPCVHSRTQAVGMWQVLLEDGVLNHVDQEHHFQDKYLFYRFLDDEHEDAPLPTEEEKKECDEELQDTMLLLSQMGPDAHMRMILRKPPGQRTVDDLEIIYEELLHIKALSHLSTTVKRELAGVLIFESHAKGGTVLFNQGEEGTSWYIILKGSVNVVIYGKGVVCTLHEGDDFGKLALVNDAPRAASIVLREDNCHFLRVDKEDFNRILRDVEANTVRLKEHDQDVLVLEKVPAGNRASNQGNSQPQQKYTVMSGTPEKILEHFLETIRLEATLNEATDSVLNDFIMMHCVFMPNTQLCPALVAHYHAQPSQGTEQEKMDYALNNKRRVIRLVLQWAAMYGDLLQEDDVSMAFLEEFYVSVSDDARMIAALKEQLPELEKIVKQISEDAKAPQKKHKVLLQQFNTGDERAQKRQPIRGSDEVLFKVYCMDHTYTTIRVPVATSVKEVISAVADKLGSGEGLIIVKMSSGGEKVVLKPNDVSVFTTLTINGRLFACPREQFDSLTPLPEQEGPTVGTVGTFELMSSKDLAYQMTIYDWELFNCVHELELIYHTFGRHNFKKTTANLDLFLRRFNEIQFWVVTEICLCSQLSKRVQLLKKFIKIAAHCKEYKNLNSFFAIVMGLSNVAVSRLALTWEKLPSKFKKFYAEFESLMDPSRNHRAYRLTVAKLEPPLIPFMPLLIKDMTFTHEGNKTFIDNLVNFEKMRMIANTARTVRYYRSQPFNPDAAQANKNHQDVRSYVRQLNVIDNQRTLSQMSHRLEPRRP
#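 Setup: EPAC2 100 nM, labeled Rap1B complex 250 nM, free GDP 50 uM. Compound titrations pinned in, brief spin, 5 min room temperature incubation. Kinetic fluorescence read over 30 min, normalized to 6.5 mM cAMP.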
# Mm-Cpn inhibitor: blocks the Methanococcus maripaludis chaperonin Mm-Cpn; purified Mm-Cpn ATPase, ADP Transcreener TR-FRET; Potency, µM (top dose mostly 76.9 µM), inactives show at the highest dose activity, negative = inhibition, actives largely listed as inhibitors; actives 0.031% (n = 330,000); also: potency is read from the fitted curve at half-maximal effect; % is scaled to controls: 0 for no effect and ±100 for the full control effect; nearly all actives have a fitted effect of over 80% in size
#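 ATPase read-out: TR-FRET ADP immunoassay (anti-ADP Eu cryptate vs ADP-d2), ex 320 nm, em 590/665 nm; signal drops as ADP forms. Enzyme 25 nM, ATP 10 uM, 30 min at 37°C after 10 min compound preincubation.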
# D3 antag: antagonists of human D3 dopamine receptor. D3R cells, DiscoveRx beta-arrestin luminescence, antagonist mode; hits give low values. max response, negative = inhibition, %. actives 2.5% (n = 360,000); in the data active = max response below about -50%; inconclusive = no clear call, values can overlap the other calls; also: % is scaled to controls: 0 for no effect and ±100 for the full control effect; mostly tested at two doses, the higher about 12 µM
#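 Cells plated overnight at 1500 cells/well, then exposed to library compounds with dopamine controls for 90 minutes at 37 degrees C. DiscoveRx reagent added for 30–60 minutes at room temperature; luminescence read, quantitative HTS format.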
# EPAC2 antagonist: blocks human EPAC2 exchange factor; Q8WZA2; EPAC2 GEF exchange of Rap1B-BODIPY-GDP, fluorescence; Potency, µM (highest dose often 114 µM), for inactives: at the highest dose activity, negative = inhibition, usual class: inhibitors; actives 0.18% (n = 360,000); AID 720708; also: potency is read from the fitted curve at half-maximal effect; % is scaled to controls: 0 for no effect and ±100 for the full control effect; nearly all actives have a fitted effect of over 45% in size; many of its hits are not listed in these tables
# Starred values were filed as active, the others as inactive; i = inactive; ? = inconclusive; nt = not tested or not shown; & = joins results of further samples; [ ] = remark or other dose. Unless noted, calls follow the shape of the dose curve; as a rule, active = well fitted curve in the direction sought with a large enough effect; inconclusive = small, poorly fitted or top-dose-only effect, or another doubt; inactive = no such curve, though single readings can be large; an effect the other way counts as inactive or inconclusive.
# Second line of a record: D3 ag	EPAC2 antagonist	PTHR1 agonist	CCT modulator	EPAC2 agonist	D3 antag	Mm-Cpn inhibitor	pAkt inh
N/C(=N\OC(=O)Cc1ccc(-c2ccccc2)cc1)c1cccnc1
→ 14	-6%	23%[57.5 µM]	-0.7	0%	-10	-2%	i
O=C(NC1CCN(C(=O)NCc2ccccc2)CC1)c1cccc(F)c1
→ 3	-4%	i	2.0	2%	3	2%	i
CC(C)Cn1c(N)c(C(=O)NCc2cccs2)c2nc3ccccc3nc21
→ 10	-12%	-24%	-3.7	-14%	19	-17%	i
CCC1CCCCN1C(=S)Nc1ccc(OC(F)F)cc1 (configuration not stated)
→ 3	4%	-19%	1.5	-3%	5	2%	i
CCc1ccc([C@@H]2CC=C(C(=O)O)CN2S(=O)(=O)c2ccc(C)cc2)cc1
→ 14	-3%	i	-0.9	-13%	5	1%	i
CCC(=O)c1ccc(N2CCCCC2)c(F)c1
→ 6	-7%	-5%	-1.5	14%	9	-3%	i
O=C(O)c1ccccc1C(=O)NCCc1ccc(Cl)cc1
→ 4	0%	-3%	-0.7	-3%	11	4%	i
O=C(CN1C(=O)c2ccccc2S1(=O)=O)NCc1cccnc1
→ 8	-4%	i	-0.3	16%	9	-3%	i
COc1ccccc1OCCNC(=O)c1cccc(S(=O)(=O)N2CC(C)OC(C)C2)c1 (configuration not stated)
→ 3	-5%	-9%	3.0	-2%	7	0%	i
Cc1cc(CN(C)C(=O)CC2C(=O)NCCN2Cc2ccc(-c3ccccc3)cc2)on1 (configuration not stated)
→ -15	-7%	-52%	1.6	-5%	-23	-2%	i

# Next section:
# Second line of a record: D3 ag	EPAC2 antagonist	PTHR1 agonist	CCT modulator	EPAC2 agonist	D3 antag	Mm-Cpn inhibitor	pAkt inh
Cc1cc(O)cc2c1C(=O)/C(=C/c1ccco1)O2
→ 4	19%	-19%	-6.6	21%	6	-4%	i
C=CCC1(CC=C)CCCN1C(=O)CC1C(=O)NCCN1Cc1cccc(OC)c1OC (configuration not stated)
→ 7	3%	i	-2.6	-1%	19	-4%	i
CCCc1nc2ccccc2c(C(=O)OC2CCOC2=O)c1CC (configuration not stated)
→ 0	-3%	i	1.5	15%	-13	-4%	i
CC1(c2ccc(Cl)c(Cl)c2)NC(=S)N2C1NC(=S)N2c1ccccc1 (configuration not stated)
→ -2	-1%	i	-4.8	16%	-13	-5%	i
Cc1occc1C(=O)NC1CCCN(Cc2ccc(Cl)cc2)C1 (configuration not stated)
→ -14	7%	-21%	-0.7	3%	-11	2%	i
COc1ccc(NC(=O)C2(C)Cc3c(-c4cccc(C(N)=O)c4)ccnc3O2)cc1OC (configuration not stated)
→ 2	-4%	i	-12	11%	6	nt	i
Cc1ccc(C)n1NC(=O)c1ccc([N+](=O)[O-])cc1
→ -3	2%	-61%[inhibitor]	0.4	5%	13	-2%	i
C[C@H]1O[C@@H](n2cc(F)c(=O)[nH]c2=O)[C@H](O)[C@@H]1O
→ 19&5	-9%	-17%	-0.1	3%	36	1%	i
Cn1cccc1C(=O)NC(=O)COC(=O)c1ccc(O)cc1
→ -31	0%	i	-0.1	7%	7	0%	i
O=C(c1cc(COc2c(F)cccc2F)on1)N1CCC(c2ccccc2Cl)C1 (configuration not stated)
→ 1	-3%	-8%	-3.2	10%	6	-2%	i

# Following part.
# Second line of a record: D3 ag	EPAC2 antagonist	PTHR1 agonist	CCT modulator	EPAC2 agonist	D3 antag	Mm-Cpn inhibitor	pAkt inh
Cc1ccc(N2CC(C(=O)Nc3ccncc3)CC2=O)cc1 (configuration not stated)
→ -3	-1%	-14%[57.5 µM]	-0.8	3%	14	2%	i
CCOC(=O)CC(=O)CSc1nc(C)nc2c1oc1ccccc12
→ 5	-3%	-19%[57.5 µM]	-3.2	-7%	29	-7%	i
Cc1ccc(NC(=O)CN(C)S(=O)(=O)c2cccs2)cc1F
→ 2	-7%	-24%	0.9	-6%	0	1%	i
CCOC(=O)C1CCN(C(=O)COC(=O)c2ccccc2OCC)CC1
→ -12	-3%	i	-2.0	4%	22	2%	i
Cc1ccccc1CN1CCN(CC(=O)NC(C)c2ccccc2)CC1 (configuration not stated)
→ -9	-4%	i	-2.4	-5%	-9	1%	i
Cc1c(C(=O)N/N=C/c2ccc(O)cc2)sc(=S)n1C
→ -3	9%	i	-2.0	-2%	-9	-11%	i
CC(/C=N/N1CCN(c2ccccn2)CC1)=C\c1ccccc1
→ 14	11%	-31%[inhibitor]	-2.1	3%	6	1%	i
CCCc1nnc(NC(=O)c2ccc([N+](=O)[O-])cc2)s1
→ 5	4%	-7%	-0.3	2%	-4	-4%	i
OCCC1CN(Cc2cccn2-c2cccnc2)CCN1C1CCCCC1 (configuration not stated)
→ -9	3%	-12%	1.0	5%	4	4%	i
COC(=O)c1ccc(COc2cccc3c2CCN(Cc2ccccc2)C3=O)o1
→ 2	11%	-28%	-3.3	14%	0	1%	i

# The list goes on.
# Second line of a record: D3 ag	EPAC2 antagonist	PTHR1 agonist	CCT modulator	EPAC2 agonist	D3 antag	Mm-Cpn inhibitor	pAkt inh
CC1CCCC(C)N1CC(O)Cn1c2ccccc2c2ccccc21 (configuration not stated)
→ -4	1%	i	0.1	-2%	1	-2%	i
CC1(C)C(c2ccccc2)=[N+]([O-])C2(CCCCC2=O)N1O (configuration not stated)
→ 3	0%	1%[57.5 µM]	0.2	-7%	-3	0%	i
CCCc1nc(NCc2ccncc2)c2nnn(Cc3ccccc3F)c2n1
→ 1	-4%	-11%[57.5 µM]	-1.3	-3%	9	-2%	i
O=C(Nc1cccc(C(F)(F)F)c1)c1cccnc1NCCO
→ -4	-14%	i	-5.1	2%	-1	-1%	i
Cc1ccc(C)c(NC(=O)C2CCCN2S(=O)(=O)c2ccc3c(c2)n(C)c(=O)c(=O)n3C)c1 (configuration not stated)
→ -22&2	-2%	-11%&-21%	1.3	14%	6	-10%	i
O=C(COC(=O)C1CCC1)Nc1ccc(Oc2ccccc2)cc1
→ 24	-15%	i	-7.8	17%	-17	1%	i
O=c1[nH]c(C2CCN(S(=O)(=O)c3ccc(S(=O)(=O)NC4CC4)cc3)CC2)nc2c1nnn2Cc1cccc(F)c1
→ -11	2%	-16%	1.4	6%	-17	-7%	i
O=C(CN1CCN(Cc2ccccc2)CC1)N1CCCCCC1
→ -9	5%	-2%	-2.7	6%	-18	0%	i
Cc1ccc2nc(SCC(=O)N3CCCC3)[nH]c2c1
→ -21	7%	-5%[57.5 µM]	-0.1	-3%	?	-2%	i
Cc1oc(-c2ccccc2)nc1CS(=O)CC(=O)NC1CCCC1 (configuration not stated)
→ 0	2%	i	0.0	10%	1	1%	i

# Ordered by number of heavy atoms (largest number first): 7 of the compounds above
# Second line of a record: D3 ag	EPAC2 antagonist	PTHR1 agonist	CCT modulator	EPAC2 agonist	D3 antag	Mm-Cpn inhibitor	pAkt inh
O=c1[nH]c(C2CCN(S(=O)(=O)c3ccc(S(=O)(=O)NC4CC4)cc3)CC2)nc2c1nnn2Cc1cccc(F)c1
→ -11	2%	-16%	1.4	6%	-17	-7%	i
Cc1ccc(C)c(NC(=O)C2CCCN2S(=O)(=O)c2ccc3c(c2)n(C)c(=O)c(=O)n3C)c1 (configuration not stated)
→ -22&2	-2%	-11%&-21%	1.3	14%	6	-10%	i
CCCc1nc(NCc2ccncc2)c2nnn(Cc3ccccc3F)c2n1
→ 1	-4%	-11%[57.5 µM]	-1.3	-3%	9	-2%	i
CC1CCCC(C)N1CC(O)Cn1c2ccccc2c2ccccc21 (configuration not stated)
→ -4	1%	i	0.1	-2%	1	-2%	i
O=C(COC(=O)C1CCC1)Nc1ccc(Oc2ccccc2)cc1
→ 24	-15%	i	-7.8	17%	-17	1%	i
O=C(CN1CCN(Cc2ccccc2)CC1)N1CCCCCC1
→ -9	5%	-2%	-2.7	6%	-18	0%	i
CC1(C)C(c2ccccc2)=[N+]([O-])C2(CCCCC2=O)N1O (configuration not stated)
→ 3	0%	1%[57.5 µM]	0.2	-7%	-3	0%	i

# (further entries)
# Second line of a record: D3 ag	EPAC2 antagonist	PTHR1 agonist	CCT modulator	EPAC2 agonist	D3 antag	Mm-Cpn inhibitor	pAkt inh
CC1=C(C(=O)Nc2cccc(C(=O)NC(C)C)c2)SCCO1
→ -1	0%	i	0.0	8%	2	1%	i
O=C(COc1ccc(F)cc1Cl)N(Cc1nnc(-c2ccccc2Cl)o1)C1CC1
→ -11	-22%	-23%	-2.5	19%	-22	nt	i
CC1Cc2cc(/C(O)=C3/C(=O)C(=O)N(CCN4CCOCC4)C3c3cccc(Cl)c3)ccc2O1 (configuration not stated)
→ -2	0%	i	-1.3	-5%	?	-10%	i
NC(=O)N1c2ccccc2CC(=O)c2ccccc21
→ 8&-7	2%	-19%	-2.7	-7%	7	-4%&-1%	i
CC(C)COc1cccc(C(=O)N(CC(=O)Nc2ccccc2C(F)(F)F)Cc2ccco2)c1
→ -1	-21%	-15%	1.2	-4%	-12	2%	i
COc1ccc(C2(C(=O)NCc3ccco3)CCCC2)cc1OC
→ -6	10%	-5%[57.5 µM]	0.8	1%	18	2%	i
COc1ccc(NC(=O)CN(C)C(=O)c2cccc(S(=O)(=O)N3CCCc4ccccc43)c2)cc1
→ -13	-1%	-10%	3.8	-1%	-11	0%	i
CCOC(=O)CNC(=O)c1c2c(nc3ccccc13)CCCC2
→ -1	0%	?	1.8	8%	-5	0%	i
COc1ccc(CCn2c(C)cc(C(=O)COC(=O)c3cnc(C)cn3)c2C)cc1
→ 8	-1%	i	0.6	6%	12	-1%	i
CCC(CC)NC(=O)COC(=O)c1cc(Br)ccc1Cl
→ 4	-3%	i	-1.3	-4%	11	3%	i
Cc1ccc(S(=O)(=O)N2CCC[C@H]2C(=O)Oc2ccccc2)cc1
→ 3	-14%	i	-0.8	13%	1	nt	i
CCc1ccccc1NC(=S)N(Cc1cccnc1)Cc1ccco1
→ -21	6%	-1%	-9.3	5%	-5	0%	i
CCC(C)NC(=O)Nc1ccc(F)c(Cl)c1 (configuration not stated)
→ 2	-1%	-5%	-1.8	-4%	6	0%	i

# Assay outcomes from PubChem.

# These rows are one share of the data; the hit share may differ from the screen's.
